# Screens: PubChem BioAssay, The Scripps Research Institute Molecular Screening Center
# CHO-K1 Ca ag = nonselective activator or artifact in parental CHO-K1 cells. Fluo-8 calcium fluorescence; scaled to maximal ATP response, vehicle zero. activation, % at 3 µM. 360,000 compounds, 0.48% hits. AID 602248; in the data active = activation above about 15%;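 note: untransfected CHO-K1 host cells lacking M1 receptor as counterscreen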
# CHO-K1 Ca PAM = M1 PAM counterscreen hit in parental CHO-K1 cells; ATP EC20, Fluo-8 calcium fluorescence; 0% at ATP EC20, 100% at ATP max; activation, % at 3 µM; 360,000 compounds, 0.02% hits; AID 602247;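 active = activation above the run cutoff, the mean activation of all test compounds plus 3 SD, cut at about 40% in these data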;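 note: peak over basal fluorescence ratio in a 140 s read after ATP addition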
# CHRM1 PAM = potentiates human M1 receptor response to acetylcholine; P11229; CHO-K1 hM1, Fluo-8 calcium fluorescence, ACh EC20; 0% = ACh EC20, 100% = maximal ACh; activation, % at 3 µM; 360,000 compounds, 0.088% hits; AID 588819; in the data active = activation above about 19%, passing the limit was not always enough
# Target sequence (P11229 whole entry, looked up): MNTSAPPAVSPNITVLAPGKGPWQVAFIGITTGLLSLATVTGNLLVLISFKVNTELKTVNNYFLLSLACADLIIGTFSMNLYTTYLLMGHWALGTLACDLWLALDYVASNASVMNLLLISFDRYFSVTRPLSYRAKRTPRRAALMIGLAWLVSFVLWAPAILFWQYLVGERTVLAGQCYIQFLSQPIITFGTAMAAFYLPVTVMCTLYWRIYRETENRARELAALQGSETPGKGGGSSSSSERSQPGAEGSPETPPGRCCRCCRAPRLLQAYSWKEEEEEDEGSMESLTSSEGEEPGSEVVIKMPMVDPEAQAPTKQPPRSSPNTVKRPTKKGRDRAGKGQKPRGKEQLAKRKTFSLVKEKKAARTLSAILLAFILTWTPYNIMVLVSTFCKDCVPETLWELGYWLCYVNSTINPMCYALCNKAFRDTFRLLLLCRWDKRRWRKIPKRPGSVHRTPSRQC
# CHRM1 agonist = agonists of human M1 muscarinic receptor; P11229; CHO-K1 hM1, Fluo-8 calcium fluorescence, agonist mode; 0% DMSO, 100% acetylcholine EC100; activation, % at 3 µM; 360,000 compounds, 0.33% hits;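 active = activation above the run's mean compound activation plus 3 SD, cut at about 16% in these data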;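 note: peak over basal fluorescence ratio within a 140 s kinetic read after compound addition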
# CHO parental Ca = counter-screen for OX1R antagonists: effect in parental CHO cells | inhibition, % at 5.6 µM | 330,000 compounds, 0.63% hits | parental CHO-K1, ATP-induced calcium, Fluo-8 fluorescence | AID 463079;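 active = inhibition above that plate's mean sample inhibition plus 3 SD, cut at about 26% in these data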;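 note: 0% = ATP-challenged DMSO wells and 100% = DMSO wells without ATP; some compounds past the cut are filed as inactive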
#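 Material: Parental CHO cells | Reagent: ATP | Compound dosing: Single nominal dose of 5.6 µM per compound | Detection: Intracellular calcium via Fluo-8 no-wash fluorescent dye | Read-out: % inhibition of ATP-induced calcium mobilization | Benchmarks: Low control ATP plus DMSO, high control DMSO only | Replicates: Singlicate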
# CHO-K1 Ca antag = nonselective inhibitor or artifact in parental CHO-K1 cells; ATP-induced calcium, Fluo-8 fluorescence; inhibition, % at 3 µM; 360,000 compounds, 0.6% hits;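 active = inhibition above a per-plate cutoff, the plate's mean sample inhibition plus 3 SD, cut at about 24% in these data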;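 note: 0% = DMSO plus EC80 ATP and 100% = DMSO alone without ATP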
# TAAR1 ag = human TAAR1 agonism; Q96RJ0; CHO RD-HGA16 TAAR1, Fluo-8 calcium fluorescence; vehicle wells 0%, saturating PEA agonist 100%; activation, % at 3 µM; 360,000 compounds, 0.99% hits; AID 624467;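 active = activation above the mean activation of all test compounds in the run plus 3 SD, cut at about 38% in these data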
# Target sequence (Q96RJ0 whole entry, looked up): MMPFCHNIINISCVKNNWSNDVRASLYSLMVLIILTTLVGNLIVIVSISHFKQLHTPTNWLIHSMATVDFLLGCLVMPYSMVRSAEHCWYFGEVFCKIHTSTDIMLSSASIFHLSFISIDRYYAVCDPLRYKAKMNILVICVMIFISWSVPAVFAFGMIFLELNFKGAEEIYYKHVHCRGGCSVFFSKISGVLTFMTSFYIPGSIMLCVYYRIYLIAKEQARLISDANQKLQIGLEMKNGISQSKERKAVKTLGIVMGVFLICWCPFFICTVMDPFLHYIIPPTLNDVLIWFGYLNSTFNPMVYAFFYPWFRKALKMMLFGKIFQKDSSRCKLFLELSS
#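 Assay system – CHO-derived RD-HGA16 cells with stable Gα16 and human TAAR1 · Compound dosing – one-point dosing at 3 µM (nominal) · Incubation – 17-24 h seeding, 75 min 37 °C dye, 30 min RT · Measured by – kinetic Fluo-8 calcium fluorescence · Control set – DMSO vehicle as 0%, PEA at EC100 as 100% · Repeats – single well for each compound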
# TAAR1 antag = antagonists of human TAAR1 | Q96RJ0 | CHO RD-HGA16 TAAR1, Fluo-8 calcium fluorescence, antagonist | inhibition, % at 3 µM | 360,000 compounds, 1.5% hits;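 active = inhibition above a per-plate cutoff, the mean inhibition of test compounds on that plate plus 3 SD, cut at about 49% in these data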;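 note: 0% = DMSO plus EC80 beta-PEA response and 100% = DMSO alone without agonist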
#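 System: RD-HGA16 CHO cells with stable hTAAR1 and Gα16 | Probe or stimulus: EC80 β-phenethylamine stimulus | Dosing: 3 µM, single point | Times: Dye loading 75 min at 37 °C, then 30 min room temperature | Measured by: Fluo-8 calcium-sensitive fluorescence | Read-out basis: % inhibition of agonist calcium response | Replicates: n of 1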
# CHRM1 antagonist = antagonists of human M1 muscarinic receptor. P11229. CHO-K1 hM1, Fluo-8 calcium fluorescence, ACh EC80 antagonist. inhibition, % at 3 µM. 360,000 compounds, 1.3% hits. AID 588852;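 active = percent inhibition above its own plate's cutoff, namely the mean of that plate's compound wells plus 3 SD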;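 note: peak over basal fluorescence ratio during 140 s after agonist addition; 0% = ACh EC80 plus DMSO and 100% = DMSO alone without agonist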
# An asterisk follows results filed as active; / = not tested or not shown. An unsorted share of the library. Share with any hit: about 4.4%.
SMILES,CHO-K1 Ca ag,CHO-K1 Ca PAM,CHRM1 PAM,CHRM1 agonist,CHO parental Ca,CHO-K1 Ca antag,TAAR1 ag,TAAR1 antag,CHRM1 antagonist
CC(C)Cc1cc(C(=O)N2CCCC(C(=O)c3cc(F)ccc3F)C2)n(C)n1 (stereo not given),4.2,25.7,-1.1,-0.7,-22.7,-7.2,-0.8,-10.7,-2.7
NC(CSC(c1ccccc1)(c1ccccc1)c1ccc(-c2ccccc2)cc1)C(=O)O (stereo not given),1.3,34.5,0.2,-2.0,/,-6.1,3.2,11.1,-5.1
C=CCNC(=O)c1onc(CSc2ccc(F)cc2)c1C(=O)NCCOC,0.5,15.0,1.7,-4.8,-27.2,-12.9,5.1,-7.3,1.0
Cc1ccccc1NC(=S)N(Cc1cccnc1)Cc1ccco1,0.5,12.3,8.1,-2.8,-3.3,-8.6,-0.2,-2.8,-3.4
COC(=O)N1CCN(c2ccc(OC)cc2)CC1,1.6,20.1,2.5,-4.0,-0.7,-7.0,12.6,-17.5,7.1
COc1ccc(CCNc2ccc(C(=O)O)cc2[N+](=O)[O-])cc1OC,0.6,15.0,6.0,-2.9,0.0,-16.6,13.2,7.9,-6.2
CCOC(=O)c1ccc(S(=O)(=O)Nc2nc3cc(S(=O)(=O)NC4=NCCCCC4)ccc3s2)cc1,0.3,-7.0,1.0,-4.3,-13.7,-9.5,4.7,-11.5,-2.2
CCc1ccc(-c2nc(-c3ccncc3)no2)cc1,-0.8,-3.0,0.0,-2.2,-4.0,8.3,3.7,-8.1,-1.5
CCOC(=O)CCc1c(C)c2ccc(OCc3ccc([N+](=O)[O-])cc3)cc2oc1=O,0.2,14.9,1.3,-2.0,-2.3,-1.6,-0.1,-15.1,-4.9
CC1(Oc2cccc(F)c2)CCN(Cc2csc3ccccc23)C1 (stereo not given),0.2,13.2,-1.0,-5.1,/,-18.3,5.7,-7.1,-7.4
CC(C)C(NC(=O)c1ccc(Br)cc1)C(=O)NC1=NCCS1 (stereo not given),0.2,6.6,1.4,-5.6,-8.7,1.9,2.0,0.5,-0.6
S=C1NCCOCCOCCOCCOCCNC(=S)NCCOCCOCCOCCOCCN1,0.1,13.6,12.4,-0.7,-4.8,-4.9,0.1,4.3,-13.8
CC(=O)Nc1cccc(/C(C)=N/NC(=O)c2ccc(O)cc2)c1,0.1,7.8,1.9,-2.1,-15.8,-4.1,1.8,-8.0,4.3
O=C(CN1C(=O)NC2(CCCC2)C1=O)N1CCc2ccccc2C1,0.3,6.2,9.2,-5.6,-5.5,-7.3,16.4,4.5,-9.1
CCOC(=O)C1=C(C)N(CCCCCC(=O)O)C(=O)NC1c1ccc(Br)cc1 (stereo not given),-0.1,-7.6,-3.1,-5.9,-9.2,-11.2,1.7,-5.4,9.1
COc1cccc2cc(-c3cc(=O)oc4cc(C)c(O)cc34)oc12,0.2,-19.0,7.9,-1.1,3.5,14.1,4.7,-8.9,-14.2
CC(=O)C1=C(O)C(=O)N(c2ccc(O)cc2)C1c1ccccc1Cl (stereo not given),0.6,10.0,14.2,-1.1,-7.2,-3.0,5.7,1.8,-21.8
COc1cccc(C2Nc3ccccc3C(=O)N2O)c1O (stereo not given),-0.1,-1.5,2.8,-1.0,-10.6,6.6,0.6,1.1,0.3
COc1ccc(Cl)cc1NC(=S)N1CCCCCC1,-0.1,17.8,4.3,-4.0,3.8,-11.8,0.2,-8.0,-1.1
Cc1ccc(C(=O)Nc2cccc(C(=O)NCc3ccccc3)c2)cc1,2.9,0.9,-3.5,-4.9,-20.0,3.8,7.2,3.8,4.8
Cc1cc(C(=O)N(NC(=O)C(C)C)c2ccccc2)cs1,0.6,20.7,5.2,-5.2,-12.6,-3.9,1.5,1.9,4.5
CCN1CCN(c2nc(-c3ccccn3)nc3ccccc23)CC1,1.6,5.4,-19.6,-7.0,1.7,-3.0,9.1,14.6,-1.6
CCc1ccccc1N=Cc1c(C)c(C#N)c2[nH]c3ccccc3n2c1=O,-0.1,11.2,2.8,-2.1,/,-12.2,6.9,14.9,-7.2
Cc1cccc(C(O)c2ncc(-c3ccccc3)[nH]2)c1C (stereo not given),0.0,-5.6,6.1,-1.3,/,1.9,3.3,-1.5,-5.4
CCCC(C)c1nnc(NC(=O)CCS(=O)(=O)c2ccccc2)s1 (stereo not given),1.8,-7.1,-7.8,0.2,6.9,7.0,0.6,8.9,20.8
CCCSc1nc2c(c(=O)[nH]c(=O)n2C)n1CC(O)COc1ccccc1 (stereo not given),2.5,5.0,-0.3,-1.9,-9.8,-16.5,3.0,7.6,-8.2
COc1ccc(OC)c(C(c2nnnn2CCc2ccccc2)N2CCN(c3ccccc3)CC2)c1 (stereo not given),-0.3,4.2,-6.5,-5.1,1.6,2.9,3.0,-7.4,9.4
Cc1ccc(C(=O)c2cc3ccccc3o2)cc1,-0.5,15.4,0.3,-6.6,-16.9,-10.2,13.7,-8.8,-27.6
COC(C)(C)[C@]12CC(O)(c3ccccc3)ON1[C@H]1CCCCC1N2O (stereo not given in full),0.6,2.4,7.1,-3.8,-1.8,-4.1,9.6,3.0,-11.0
CCN1CCCc2cc(CN(CCN3CCOCC3)C(=S)Nc3ccccc3OC)ccc21,0.9,19.1,0.5,-7.0,-30.7,-13.9,0.6,-13.7,-4.1
O=C(NNC1CC(=O)N(c2ccccc2)C1=O)c1ccc(COc2ccccc2Cl)o1 (stereo not given),1.4,-5.8,14.8,-3.5,-17.2,-0.8,1.7,-1.2,-7.0
O=C(NNc1c(Cl)cccc1Cl)c1c(F)cccc1Cl,0.7,-3.7,11.9,-5.8,-6.8,-7.0,4.7,-9.8,-18.3
FC(F)(Cl)c1nnc2ccc(Sc3ccccn3)nn12,0.7,13.4,7.9,-2.4,-24.1,-15.2,5.4,-3.4,-4.3
CC(Sc1nnc(-c2ccncc2)n1C)C(=O)Nc1ccc(N2CCOCC2)cc1 (stereo not given),-0.2,-5.2,3.5,-3.2,-1.1,-8.7,3.2,-15.7,9.5
Cc1ccc(NC(=O)Cn2cnc3cc([N+](=O)[O-])ccc3c2=O)cc1,-0.3,7.1,10.0,-0.5,-3.6,-2.2,-0.9,-1.4,-7.9
CCCCCCCCN1C(=O)[C@H](CC(=O)N2CCC(c3ccccc3)CC2)C[C@@]2(C(=O)OC)CCCCC=C12,1.0,18.0,/,/,/,-24.0,0.2,-12.8,/
C[n+]1cccc(CNC(=O)/C=N/O)c1,0.6,-0.2,-3.2,-1.4,-14.4,0.0,9.4,1.7,16.4
c1ccc(-n2nnnc2-n2nnc3ccccc32)cc1,0.8,9.9,-3.2,-5.5,-4.6,-6.8,6.1,18.6,6.9
CCN1CCN(C(=O)c2nn(-c3ccccc3)c(=O)c3ccccc23)CC1,0.2,2.3,-0.1,-3.4,-5.2,-16.7,8.3,10.8,-6.0
CCOC(=O)CNC(=O)CSc1nc(N(C)C)nc(N2CCOCC2)n1,0.3,33.7,3.7,-2.6,10.8,-27.7,5.7,3.7,-10.2
O=C(c1cccc(S(=O)(=O)N2CCCCCC2)c1)N1CCN(Cc2ccccc2)CC1,0.3,-20.8,-3.4,-6.3,/,-12.5,0.0,-0.7,9.7
COc1ccc(C(=O)NCC(=O)OCc2ccc([N+](=O)[O-])cc2)cc1,0.2,23.9,5.4,-6.4,-6.7,-4.7,6.2,8.2,-4.9
O=S(=O)(c1ccccc1)c1cnc(-c2ccccc2)nc1N1CCCCC1,0.2,12.8,-1.9,-2.4,-2.0,-10.9,1.4,5.7,5.7
COc1cccc(-c2noc(N)c2C#N)c1,0.8,14.3,5.3,-2.5,-9.1,-5.4,-0.7,4.7,-2.7
Cc1ccc(C(=O)Nc2ccc3c(c2)OCCO3)c(C)c1,-0.3,-13.1,4.2,-4.4,-4.2,11.0,-0.6,9.1,-5.5
O=C(CN1C(=O)CCSc2ccc(S(=O)(=O)N3CCOCC3)cc21)Nc1ccccc1Cl,0.4,7.3,2.1,-3.0,-0.9,-2.4,3.9,-21.3,13.9
O=C(Nc1ccccc1)C1CC2CCCC(C1)C2=O (stereo not given),8.3,2.4,5.3,-4.6,-18.8,-1.4,0.2,-22.5,-13.4
CC(C)CC(c1nnnn1CC1CCCO1)N1CCN(C2CCCC2)CC1 (stereo not given),-0.1,5.9,3.2,-8.1,/,-3.7,7.3,-3.9,-15.6
Cn1nnnc1Sc1ncnc2scc(-c3cccc(S(C)(=O)=O)c3)c12,-0.1,1.9,-2.8,-2.9,-18.3,-9.6,0.5,-2.2,4.6
CC(=O)N1CCN(S(=O)(=O)c2cccc(C(=O)Nc3ccc4c(c3)CCC4)c2)CC1,0.1,-4.2,7.3,-2.1,-22.4,15.9,0.5,7.4,-4.2
COc1ccc(S(=O)(=O)NC2CC2)cc1C(=O)N1CCOCC1,0.2,6.8,6.9,-9.1,-8.9,12.2,5.5,-1.3,0.2
Cc1ccc(Nc2c(-c3ccco3)nc3ccccn23)cc1,4.0,27.7,5.1,-6.5,-17.8,-12.9,-0.8,-39.0,8.0
NS(=O)(=O)c1ccc(-c2ccc(/C=C3\NC(=S)NC3=O)o2)cc1,1.5,16.1,4.0,-1.2,-4.0,-16.5,9.0,-9.7,-4.0
CC(C)(C)OC(=O)N1CCN(C(=O)c2cccnc2Cl)CC1,1.0,33.1,3.3,-7.5,-4.0,-18.0,5.9,17.2,0.1
CC(C)(C)c1ccc(OC(=O)c2ccc3nsnc3c2)cc1,0.0,9.0,0.6,-2.5,-8.9,-12.4,-1.6,0.0,-19.4
CN(C)c1ccc(C(C(=O)NC2CCCC2)N(C(=O)c2ccco2)C2CC2)cc1 (stereo not given),0.5,10.2,10.8,-0.4,2.6,-11.7,-2.6,-2.4,-11.8
CCN(CC)c1ccc(/C=N/N2C(C)CCCC2C)c(O)c1 (stereo not given),3.7,25.1,-10.6,-8.8,-12.0,-14.7,10.0,-11.4,8.6
COc1ccc(C=C2CCc3ccccc3C2=O)cc1,0.2,16.0,-5.3,-5.4,/,-0.2,-1.8,-23.0,1.4
